STAT3 activator – IL-6 driven STAT3 reporter potentiators, primary screen, U3A cells, luciferase, luminescence, MLSCN library; IL-6 STAT3-luciferase reporter; 100% = signal with IL-6 EC80 alone; activation (% of control), % at 5.6 µM; actives 0.91% (n = 190,000); AID 871, 2007;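 active means activation above the screen-wide mean of compound activation plus 3 SD, cut at about 130% in these data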;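 further: 0% = background luminescence of wells with medium and substrate only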
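Material: human U3A cells carrying STAT3-luciferase construct. Measured by: reporter luminescence signal. Timing: compound 1 h, then IL-6 6 h at 37 °C.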
STAT1 blocker – STAT1 signaling inhibitors, primary screen, cell-based, HTS, luciferase reporter; NIH 3T3 STAT1-luciferase reporter, IFN-gamma, luminescence; inhibition, % at 5.5 µM; actives 0.35% (n = 200,000); AID 920, 2007;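 active means inhibition above a set limit, the mean inhibition across all tested compounds plus 3 SD, cut at about 34% in these data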;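 further: 0% = IFN-gamma with DMSO and 100% = IFN-gamma with 300 µM nifuroxazide; values of inactives mirror those of a sister screen read the other way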
DTT redox prof – compounds producing H2O2 with reducing agent – biochemical, NIH compound library profiling, artefact control for MLSCN library redox annotation, primary screen. DTT-dependent redox cycling H2O2, phenol red/HRP absorbance; 100% = 100 µM peroxide control, 0% = buffer. activation, % at 10 µM. actives 0.03% (n = 200,000);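 active means activation of at least 50% relative to the plate's high and low controls in the primary single-dose screen; inactive means activation below 50%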;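 further: compound incubated with DTT at 0.8 mM final as the reducing agent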
STAT3 blocker – IL-6 driven STAT3 reporter inhibitors, primary screen, U3A cells, luciferase, luminescence, MLSCN library | IL-6 STAT3-luciferase reporter; host cell line lacks STAT1 | inhibition, % at 5.5 µM | actives 0.89% (n = 190,000) | AID 862, 2007;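 active means inhibition above the mean inhibition across all screened compounds plus 3 SD, cut at about 44% in these data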;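 further: 0% = DMSO only wells and 100% = 100 µM nifuroxazide control wells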
TLR4 MyD88 comp – inhibitors of TLR4-MyD88 association in cells, primary screen, cell-based, HeLa CL3-4, BLA complementation, FRET ratio; AID 861, 2007; HeLa CL3-4 TLR4/MyD88 BLA complementation; actives 0.18% (n = 200,000); Toll-like receptor 4 (Homo sapiens) + Myeloid differentiation primary response protein …; inhibition, % at 8.4 µM; in the data active means inhibition above about 25%;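 further: 0% = vehicle and 100% = reference inhibitor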
Target sequence (O00206 whole entry, looked up): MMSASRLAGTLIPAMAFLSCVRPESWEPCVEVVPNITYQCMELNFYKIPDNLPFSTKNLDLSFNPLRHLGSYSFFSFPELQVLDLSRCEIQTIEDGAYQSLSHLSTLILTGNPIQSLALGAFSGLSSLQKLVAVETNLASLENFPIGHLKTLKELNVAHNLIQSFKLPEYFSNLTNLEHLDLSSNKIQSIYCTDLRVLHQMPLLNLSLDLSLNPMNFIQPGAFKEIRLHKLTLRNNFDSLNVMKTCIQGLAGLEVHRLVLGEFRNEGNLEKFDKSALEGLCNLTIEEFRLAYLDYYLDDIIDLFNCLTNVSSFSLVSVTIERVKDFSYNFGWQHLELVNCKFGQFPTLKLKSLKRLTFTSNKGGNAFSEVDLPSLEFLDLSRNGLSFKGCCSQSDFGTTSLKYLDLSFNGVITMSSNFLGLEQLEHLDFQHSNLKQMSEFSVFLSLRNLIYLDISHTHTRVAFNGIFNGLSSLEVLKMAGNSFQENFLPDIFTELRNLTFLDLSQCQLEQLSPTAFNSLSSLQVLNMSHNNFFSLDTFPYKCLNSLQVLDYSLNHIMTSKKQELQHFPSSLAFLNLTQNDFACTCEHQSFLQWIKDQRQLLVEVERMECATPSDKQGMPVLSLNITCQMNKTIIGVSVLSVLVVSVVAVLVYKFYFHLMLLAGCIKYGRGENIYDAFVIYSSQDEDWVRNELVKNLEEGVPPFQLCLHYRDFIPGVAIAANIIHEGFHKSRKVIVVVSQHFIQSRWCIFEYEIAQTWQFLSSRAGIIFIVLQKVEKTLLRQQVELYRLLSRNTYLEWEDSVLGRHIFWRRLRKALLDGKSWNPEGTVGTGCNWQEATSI
Target sequence (Q99836 whole entry, looked up): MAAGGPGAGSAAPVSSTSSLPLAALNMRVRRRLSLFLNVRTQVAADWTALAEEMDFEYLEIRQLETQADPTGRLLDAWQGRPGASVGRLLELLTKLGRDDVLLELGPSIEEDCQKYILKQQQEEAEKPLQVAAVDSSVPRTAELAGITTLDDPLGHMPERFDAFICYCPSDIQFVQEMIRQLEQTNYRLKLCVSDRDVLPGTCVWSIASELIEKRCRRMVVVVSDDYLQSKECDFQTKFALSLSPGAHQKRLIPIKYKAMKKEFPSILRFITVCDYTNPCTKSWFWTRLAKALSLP
STAT1 act – STAT1 signaling activators, primary screen, cell-based, HTS, luciferase reporter; NIH 3T3 STAT1-luciferase reporter, IFN-gamma, luminescence; 100% = IFN-gamma alone, no compound; actives 2.6% (n = 200,000); activation (% of control), % at 5.5 µM;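 active means activation above the screen-wide mean activation plus 3 SD, cut at about 130% in these data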;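 further: raw ratio to IFN-gamma control signal so 100% means no change and 0% no light; values of inactives mirror those of a sister screen read the other way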
APP 5'UTR act – activators of APP 5'UTR luciferase reporter, primary screen, SH-SY5Y cells; activation, % at 2 µM; AID 1276, 2008; SH-SY5Y APP 5'UTR luciferase reporter, luminescence; zero percent = DMSO vehicle wells; actives 1% (n = 190,000);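 active means activation above a set limit, based on mean plus 3 SD of controls, cut at about 140% in these data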; further: values of inactives mirror those of a sister screen read the other way
NF-kB expr up – activators of NF-kB expression in neurons, primary screen, cell-based, HTS. fold change at 12.5 µM. human neuronal cells, NF-kB reporter expression; stronger effect = higher value. AID 1239, 2008. actives 1.6% (n = 190,000); in the data active means fold change above about 3.3
Hsp70 activator – Hsp70 transcriptional activators, primary screen, cell-based, HeLa, Hsp70 promoter luciferase, luminescence, 10 µM; activation, % at 10 µM; actives 0.04% (n = 200,000); HeLa Hsp70 promoter luciferase reporter; scaled: vehicle 0, proteasome-inhibitor control 100%;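 active means activation above the mean across all tested compounds plus 3 SD, cutoff set per campaign, cut at about 5.5% in these data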;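 further: 100% = MG132 at 30 µM as the positive control and 0% = DMSO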
HMGR II inh – inhibitors of E. faecalis class II HMGR, primary screen, biochemical, Enterococcus faecalis. HMG-CoA reductase (Enterococcus faecalis, mvaE). purified E. faecalis HMGR, NADPH absorbance 340 nm kinetic. inhibition, % at 10 µM. actives 0.41% (n = 190,000);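 active means inhibition above a set limit, the median over all tested compounds plus 3 SD, cut at about 9.5% in these data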;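 further: enzyme runs in reverse so mevalonate oxidation gives rising NADPH absorbance; 0% = complete reaction with DMSO and 100% = background rate lacking mevalonate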
* hit, by the source's call; . = no result given.

SMILES	STAT3 activator	STAT1 blocker	DTT redox prof	STAT3 blocker	TLR4 MyD88 comp	STAT1 act	APP 5'UTR act	NF-kB expr up	Hsp70 activator	HMGR II inh
CC(C)(C)NCc1ccc(OCc2cccs2)cc1	99	-2	-0.9	13	-2	101	-2	1	0.0	-4
COc1cccc(O)c1CN1CCCC(C(=O)c2cccc(C(F)(F)F)c2)C1 (configuration not stated)	90	8	0.0	17	3	93	-1	0.92	-0.3	-4
Cc1cccc(NC(=S)N2CCC(N(C)CC3CCCO3)CC2)c1C (configuration not stated)	102	-5	1.9	1	-3	105	-4	0.92	-0.1	-4
O=C(O)c1cccc(-n2c(-c3cnccn3)n[nH]c2=S)c1	106	-7	0.3	-3	8	103	10	1	0.0	3
Cc1ccc(C2(C(F)(F)F)NC(=O)N3CCCN=C3S2)cc1 (configuration not stated)	90	4	-0.7	18	1	97	-2	0.88	-0.4	-5
Cc1noc(C)c1COc1ncnc2ccccc12	105	-5	-0.3	-4	1	104	9	0.89	-0.5	-1
CSc1ccccc1C(=O)Nc1cc(C)cc(C)c1	89	2	-7.8	16	5	98	27	1.1	-0.2	7
O=C(Nc1cccc2ccccc12)NC1CCS(=O)(=O)C1 (configuration not stated)	103	-16	-0.1	2	-10	114	7	1	-0.2	-11
COC(=O)NNC(=O)c1ccccc1OC	148*	-2	6.5	-60	-11	99	-1	1.1	-0.2	-8
Cn1c(CSCc2ccc(Cl)cc2)nnc1SCC(=O)Nc1nc2ccccc2s1	109	1	0.2	-11	-2	99	-11	0.85	-0.2	-2
CCOc1ccc(S(=O)(=O)Nc2cc(OC)c(OC)cc2C(=O)O)cc1	91	0	0.0	11	-20	100	-6	0.99	-0.2	-1
CC(NC(=O)CSc1nnc(-c2cccc(S(=O)(=O)N3CCCCC3)c2)o1)C12CC3CC(CC(C3)C1)C2 (configuration not stated)	103	-1	0.1	2	4	101	1	0.91	-0.1	-5
O=C(Cc1ccccc1F)c1ccc(O)cc1O	101	-11	0.0	4	5	109	5	1.3	-0.3	5
Cc1ccc(C)c(S(=O)(=O)Nc2nc3ccc(S(N)(=O)=O)cc3s2)c1	108	-5	-1.2	-4	-3	102	-3	0.99	0.1	0
CCOC(=O)CC(NC(=O)c1ccc(C)cc1)c1ccc(C)cc1 (configuration not stated)	108	8	0.6	-5	2	92	0	1	-0.5	-8
CCN(CC)S(=O)(=O)c1ccc(N2CCOCC2)c(NC(=O)C23CC4CC(CC(Cl)(C4)C2)C3)c1	110	8	0.3	-15	-2	93	1	0.76	-0.2	3
COc1ccc(C(CNC(=O)C2CC(=O)N(Cc3ccc(C)cc3)C2)N(C)C)cc1 (configuration not stated)	101	5	-0.6	2	-2	96	0	0.84	-0.3	0
c1ccc(Cn2nnc(-c3ccccc3)n2)cc1	97	-24	2.3	7	-5	122	21	1.3	0.6	3
COC(=O)C1=C(C)NC(=O)NC1c1cccc(OC)c1OCc1ccccc1 (configuration not stated)	95	6	-0.3	11	-2	95	9	1.4	-0.5	-3
CC1Cc2ccccc2N1C(=O)COc1nc2ccccc2nc1N1CCOCC1 (configuration not stated)	98	8	2.7	7	2	92	4	0.84	-0.3	-2

Overlap with the part before: 2 entries; new compounds follow.
SMILES	STAT3 activator	STAT1 blocker	DTT redox prof	STAT3 blocker	TLR4 MyD88 comp	STAT1 act	APP 5'UTR act	NF-kB expr up	Hsp70 activator	HMGR II inh
COC(=O)C1=C(C)NC(=O)NC1c1cccc(OC)c1OCc1ccccc1 (configuration not stated)	95	6	-0.3	11	-2	95	9	1.4	-0.5	-3
CC1Cc2ccccc2N1C(=O)COc1nc2ccccc2nc1N1CCOCC1 (configuration not stated)	98	8	2.7	7	2	92	4	0.84	-0.3	-2
O=C(NCCN1CCOCC1)c1cc(Sc2cccc(Cl)c2)nc2ccccc12	106	5	0.2	-6	-3	95	22	0.88	-0.4	2
COc1ccc(CCNC(=O)CC2C(=O)NCCN2CC(C)(C)C)cc1 (configuration not stated)	106	-9	-0.4	-3	7	107	1	0.95	-0.2	-2
O=C(O)CCN(CCC(=O)O)c1ccccc1	97	0	1.4	13	-5	100	8	1.4	-0.3	2
C=CCn1c(SCc2ccc(C#N)cc2)nnc1-c1ccccc1	98	1	-1.2	4	9	99	5	0.91	0.1	-2
Cc1nnc(NC(=O)CSc2nnc(CNC(=O)c3ccccc3)n2-c2ccccc2)s1	103	3	-2.6	1	1	98	13	1.3	-0.2	2
O=C(c1nc2ccc(Cl)cn2c1CNCCn1ccnc1)N1CCCCCCC1	103	-6	-0.1	3	3	105	-2	0.92	-0.1	-9
Cc1ccc(-n2c(=O)cc(N3CCCCCC3)[nH]c2=O)cc1	111	-10	-1.3	-13	0	110	34	1.4	-0.1	-2
Cc1ccc(Cn2cnc3c(cnn3C(C)(C)C)c2=O)cc1	81	15	1.1	30	-9	86	10	0.91	-0.2	-9
CCc1c(C)nc2cc(-c3cc(OC)cc(OC)c3)nn2c1N1CCCC1	82	-2	-0.7	23	3	102	12	0.56	-0.1	2
COc1cccc(-c2nn3c(-c4ccccn4)nnc3s2)c1	83	-10	2.6	22	-9	109	17	0.65	-0.3	-3
CN(Cc1ccccc1)CC(O)COc1ccc(CNCCOc2cccnc2)cc1 (configuration not stated)	100	9	-1.7	4	-4	91	-1	0.85	0.0	3
Cc1ccc(C(c2nnnn2CCC(C)C)N2CCN(C)CC2)cc1 (configuration not stated)	91	-6	1.3	14	-11	105	-5	1.1	-0.2	-3
CCOc1ccc(CNC(=O)c2cc3oc4ccccc4c3n2C)cc1	125	-3	0.2	-24	3	103	4	1.3	0.1	-4
CCN(C(C)=O)c1nc(CCl)cs1	107	-5	-0.5	-4	-10	104	0	1.1	0.2	-2
O=C(CN(c1ccc(Cl)c(C(F)(F)F)c1)S(=O)(=O)c1ccccc1)N/N=C/c1cccc2c1OCCO2	99	1	-7.5	9	-3	99	6	0.9	-0.1	-6
CCCCCn1c(CN2CCN(CCO)CC2)nc2c1c(=O)n(C)c(=O)n2C	100	-5	-0.7	5	3	104	-20	1.2	-0.2	-3
COc1cc(/C=C2/SC(=S)N(CC(=O)NC(C)(C)C)C2=O)cc(OC)c1OC	103	-3	-0.2	1	0	103	-4	1.4	-0.4	-6
Cc1cc(C(=O)NNC(=S)NCc2ccccc2)cs1	87	-3	0.0	17	-5	102	6	1.3	0.7	-2
O=C(O)c1ccc(/C=N/Nc2cccc(C(F)(F)F)c2)cc1	113	-55	0.8	-7	0	149*	24	1.1	0.1	-4
CC(C)C(NC(=O)c1cccs1)C(=O)NC1=NCCS1 (configuration not stated)	98	0	1.2	5	-7	100	11	1.2	-0.1	2
CCN(CC)N=Nc1ccc(C(=O)O)cc1	87	1	0.2	17	11	99	20	1.4	-0.3	-3
O=C(O)C1=C[C@@H](c2ccc3c(c2)OCO3)C[C@@H](OCCCCO)O1	.	2	0.8	.	1	100	7	1.1	-0.2	-1
CC(C)(C)c1ccc(-c2cc(C(=O)NNC(=O)Nc3ccccc3)c3ccccc3n2)cc1	105	-9	0.0	-8	-4	108	96	2.8	-0.1	-3
O=C(NCc1ccco1)c1nc2ncccn2n1	104	-1	3.0	-4	-5	101	7	0.85	-0.1	-2
CCc1nnc(NC(=O)CSc2nnc(-c3ccccc3O)o2)s1	100	-8	0.1	4	13	106	16	1.1	-0.2	4
COc1ccccc1N1CCN(C(=O)c2cc3c(=O)n(C)c4ccccc4c3n2C)CC1	100	10	-0.7	9	-9	91	2	0.55	-0.3	-3
CC(C)(C)C(=O)COC(=O)c1ccc(N)c([N+](=O)[O-])c1	96	-24	0.7	10	8	120	-4	1.7	0.0	1
O=C(Cc1cccc(C(F)(F)F)c1)NCC(c1ccco1)N1CCCCC1 (configuration not stated)	105	3	0.1	-1	9	94	1	1	0.0	-3
CN(C)CCNc1nc2c(c(=O)[nH]c(=O)n2C)n1CCCc1ccccc1	108	-4	-0.7	-1	-11	103	-7	0.99	-0.2	-3

Filtered by structure, the compounds so far with two or more sulfur atoms
SMILES	STAT3 activator	STAT1 blocker	DTT redox prof	STAT3 blocker	TLR4 MyD88 comp	STAT1 act	APP 5'UTR act	NF-kB expr up	Hsp70 activator	HMGR II inh
Cn1c(CSCc2ccc(Cl)cc2)nnc1SCC(=O)Nc1nc2ccccc2s1	109	1	0.2	-11	-2	99	-11	0.85	-0.2	-2
CC(NC(=O)CSc1nnc(-c2cccc(S(=O)(=O)N3CCCCC3)c2)o1)C12CC3CC(CC(C3)C1)C2 (configuration not stated)	103	-1	0.1	2	4	101	1	0.91	-0.1	-5
Cc1ccc(C)c(S(=O)(=O)Nc2nc3ccc(S(N)(=O)=O)cc3s2)c1	108	-5	-1.2	-4	-3	102	-3	0.99	0.1	0
Cc1nnc(NC(=O)CSc2nnc(CNC(=O)c3ccccc3)n2-c2ccccc2)s1	103	3	-2.6	1	1	98	13	1.3	-0.2	2
COc1cc(/C=C2/SC(=S)N(CC(=O)NC(C)(C)C)C2=O)cc(OC)c1OC	103	-3	-0.2	1	0	103	-4	1.4	-0.4	-6
Cc1cc(C(=O)NNC(=S)NCc2ccccc2)cs1	87	-3	0.0	17	-5	102	6	1.3	0.7	-2
CC(C)C(NC(=O)c1cccs1)C(=O)NC1=NCCS1 (configuration not stated)	98	0	1.2	5	-7	100	11	1.2	-0.1	2
CCc1nnc(NC(=O)CSc2nnc(-c3ccccc3O)o2)s1	100	-8	0.1	4	13	106	16	1.1	-0.2	4

Screens deposited in PubChem BioAssay by several laboratories.
